b-catenin transl – modulators of beta-catenin nuclear translocation; HeLa beta-catenin nuclear translocation, immunofluorescence imaging; nuclear translocation activity, % at 5 µM; 190,000 compounds, 0.3% hits;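 active = nuclear translocation activity above 50% at 5 µM, with a well cell count of 50 or more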;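 also: per-cell ratio of nuclear to cytoplasmic median beta-catenin stain intensity; plate controls were DMSO negative control for no effect and GSK-3 inhibitor IX positive control for full effect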
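System: HeLa cells, endogenous beta-catenin; compound dosing: 5 µM primary single dose, 0.1% DMSO, 0.02–20 µM confirmation series; incubation: 24 h compound exposure at 37°C, 5% CO2; signal: beta-catenin immunofluorescence imaging with DAPI; evaluation: % activation, nuclear-to-cytoplasmic median beta-catenin signal ratio per cell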
Dynein cargo inh – dynein cargo transport inhibition; 3617.4 mouse cells, GR-EGFP nuclear translocation imaging; test concentration mostly 20 µM; stimulated with dexamethasone, 1 µM; stronger effect = lower value; z-score, hits read low; 220,000 compounds, 0.47% hits; AID 1381;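 active = plate z-score of nuclear minus cytoplasmic receptor signal below a set negative limit, without overly bright fluorescence or cell loss, cut at about -3.5 in these data, passing the limit was not always enough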;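 also: z-score of nuclear minus cytoplasmic ring GR-EGFP intensity difference per well; some compounds called inactive have numbers as strong as hits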
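Medium: Induction medium lacking tetracycline, stripped serum | Probe or stimulus: 1.0 µM final dexamethasone stimulus | Schedule: 48 h induction, then 1 h compound, then 30 min agonist, 37 °C | Signal: Automated 10x imaging of fixed Hoechst-stained cells | Evaluation: Per-cell GR-EGFP intensity, nucleus versus surrounding cytoplasmic ring, well-averaged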
P. falciparum M17LAP – P. falciparum M17LAP inhibitors, primary screen, biochemical, fluorogenic H-Leu-NHMec substrate, 1536-well (AID 1619); inhibition, % at 30 µM, or IC50 in µM where a hit was titrated; recombinant M17LAP, H-Leu-NHMec fluorogenic kinetic assay; higher % means a stronger effect; 220,000 compounds, 0.38% hits;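 active = compound inhibiting the enzyme by more than half at any dose during confirmatory dose-response retesting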;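 also: plate controls were full reaction with DMSO carrier for no effect and no enzyme background for full effect; strong numbers were not always called active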
M1AAP inhibition – malaria alanyl aminopeptidase activity blockers – biochemical, fluorogenic H-Leu-NHMec substrate, 1536-well (AID 1445). recombinant M1AAP, H-Leu-NHMec fluorogenic kinetic assay; higher % means a stronger effect. 220,000 compounds, 0.42% hits. inhibition, % at 30 µM, or IC50 in µM where a hit was titrated;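 active = primary inhibition above the hit cutoff, then over 50% inhibition at one or more dose response concentrations, cut at about 23% in these data, passing the limit was not always enough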;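 also: plate controls were DMSO full reaction for no effect and no enzyme background for full effect; strong numbers were not always called active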
Autophagy HCS – modulators of autophagy | 190,000 compounds, 0.98% hits | calls only at 10 µM (by protocol) | MEF GFP-LC3 puncta imaging; test concentration mostly 10 µM;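 active = percentage of spot-positive cells more than 3 SD above its plate mean, without a fluorescence outlier flag or 80% toxicity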;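 also: spot-positive cell cutoff set from DMSO-treated cells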
MT stabilizer – microtubule stabilization, imaging screen. HeLa tubulin immunostaining HCS, 24 h; share of cells brighter than vehicle mean+2SD. % tubulin-high responders, % at 10 µM. 200,000 compounds, 0.83% hits. AID 2205;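 active = plate Z-score above 3 for both tubulin-high and condensed-nucleus cell shares, with cell loss under 80%, at 10 µM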;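 also: anti alpha tubulin signal scored within the nucleus-defined area of each cell; some results filed as inactive read as strong as hits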
Yfh1-depleted yeast – enhancers of respiration in Yfh1-depleted yeast, dose response, Friedreich's ataxia, plus single-dose screen (AID 1465). S. cerevisiae Yfh1-off respiration, WST-1 reduction, 72 h; higher fold induction means a stronger effect. one-dose fold induction at 50 µM; EC50 in µM for titrated hits. 220,000 compounds, 0.074% hits;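 active = fold induction of absorbance versus untreated yeast above a set limit, then at least 30% activation at any dose in follow-up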;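 also: activators that raise dye reduction in frataxin-depleted yeast; strong numbers were not always called active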
T cell modulator – T cell immune modulation candidate. 2C CD8+ T cell-vesicle binding, flow cytometry; stronger effect = lower value. 330,000 compounds, 0.068% hits. calls only at 7 µM. AID 2052;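 active = response, share of CD8 T cells binding vesicles, and their 90th percentile fluorescence all below set limits, cut at about 80% in these data, passing the limit was not always enough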
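Material: 2C TCR transgenic mouse naive CD8+ T cells, MACS-purified. Also added: QL9-charged Drosophila Ld/ICAM-1/B7-1 vesicles. Timing: binding 1.5 h at 37 °C. Measured by: high-throughput flow cytometry with anti-B7-1 and anti-CD8 staining. Read-out: percent CD8+ FL2 mean versus row control. Controls: Unloaded micro-vesicles (low), QL9 vesicles with 0.7% DMSO (high).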
WT yeast gro inh – growth inhibition of WT yeast, mitochondrial fusion screen; inhibition, % at 10 µM; mitochondrial fusion phenotypic screen, WT strain; 190,000 compounds, 2.1% hits; in the data active = inhibition above about 58%; tested in S. cerevisiae
WT yeast gro inh mutant strain – recorded beside WT yeast gro inh, whose call it bears; inhibition, %; mitochondrial fusion phenotypic screen, mutant strain inhibition
Dynein cargo inh cytoplasmic EGFP – also measured in Dynein cargo inh; calls as there; z-score; measured here: cytoplasmic GR-EGFP intensity; stronger effect = higher value
Dynein cargo inh nuclear GR-EGFP – recorded beside Dynein cargo inh, whose call it bears; z-score; measured here: nuclear GR-EGFP intensity;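 lower value marks the stronger effect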
Dynein cargo inh cell count – recorded beside Dynein cargo inh, whose call it bears; z-score; measured here: cell count per field
b-catenin transl cell count 5 µM – recorded beside b-catenin transl, whose call it bears; cell count; measured here: cell count, cytotoxicity flag
T cell modulator vesicle-bound % – also measured in T cell modulator; calls as there; double positive events, %; measured here: CD8+ vesicle-bound cell fraction;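 binding gate set so that unloaded-vesicle control wells show 10% double positive cells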
MT stabilizer Hoechst-high % – also measured in MT stabilizer; calls as there; % Hoechst-high responders; measured here: nuclear condensation Hoechst responders;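 share of cells brighter than vehicle mean plus two SD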
MT stabilizer cytotoxicity % – also measured in MT stabilizer; calls as there; toxicity, %; measured here: cytotoxicity by cell density;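 0% = mean cell density of plate MIN control wells and 100% = no cells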
Autophagy HCS cell loss 18 h – also measured in Autophagy HCS; calls as there; toxicity, %; measured here: cell loss, nuclei count;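 cell loss after 18 h compound exposure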
Numbers without * were called inactive; i = inactive; x = no result given.

The opening 3 compounds (preview)
SMILES | b-catenin transl | b-catenin transl cell count 5 µM | Dynein cargo inh | Dynein cargo inh cytoplasmic EGFP | Dynein cargo inh nuclear GR-EGFP | Dynein cargo inh cell count | P. falciparum M17LAP | M1AAP inhibition | Autophagy HCS | Autophagy HCS cell loss 18 h | MT stabilizer | MT stabilizer Hoechst-high % | MT stabilizer cytotoxicity % | Yfh1-depleted yeast | T cell modulator | T cell modulator vesicle-bound % | WT yeast gro inh | WT yeast gro inh mutant strain
COc1cc2[nH]c(-c3ccc(C)cc3)cc(=O)c2cc1OC | x | x | 0.019 | -0.28 | 0.44 | 0.31 | -30% | 7% | i | 1 | 4.4 | 2.5 | 2.1 | i | i | 12 | -14 | -4
c1csc(Cn2nnnc2CN2CCN(c3nc4ccccc4s3)CC2)c1 | -12 | 998 | -0.079 | -0.22 | 0.27 | 0.29 | 7% | 3% | x | x | 2.3 | 1.9 | 6.3 | i | i | 56 | 13 | 5
O=C(CNS(=O)(=O)c1ccc(F)cc1)N1CCCCCC1 | 0.4 | 1033 | 2.2 | 0.087 | 2.1 | -2.1 | 2% | -7% | i | 12 | 2.1 | 0.6 | 2.7 | i | i | 45 | 25 | 9

The list itself, repeating the preview:
SMILES | b-catenin transl | b-catenin transl cell count 5 µM | Dynein cargo inh | Dynein cargo inh cytoplasmic EGFP | Dynein cargo inh nuclear GR-EGFP | Dynein cargo inh cell count | P. falciparum M17LAP | M1AAP inhibition | Autophagy HCS | Autophagy HCS cell loss 18 h | MT stabilizer | MT stabilizer Hoechst-high % | MT stabilizer cytotoxicity % | Yfh1-depleted yeast | T cell modulator | T cell modulator vesicle-bound % | WT yeast gro inh | WT yeast gro inh mutant strain
COc1cc2[nH]c(-c3ccc(C)cc3)cc(=O)c2cc1OC | x | x | 0.019 | -0.28 | 0.44 | 0.31 | -30% | 7% | i | 1 | 4.4 | 2.5 | 2.1 | i | i | 12 | -14 | -4
c1csc(Cn2nnnc2CN2CCN(c3nc4ccccc4s3)CC2)c1 | -12 | 998 | -0.079 | -0.22 | 0.27 | 0.29 | 7% | 3% | x | x | 2.3 | 1.9 | 6.3 | i | i | 56 | 13 | 5
O=C(CNS(=O)(=O)c1ccc(F)cc1)N1CCCCCC1 | 0.4 | 1033 | 2.2 | 0.087 | 2.1 | -2.1 | 2% | -7% | i | 12 | 2.1 | 0.6 | 2.7 | i | i | 45 | 25 | 9
Cc1ccc(C(=O)NCC(=O)OCC(=O)/C=C2\N(C)c3ccccc3C2(C)C)cc1C | 0.5 | 565 | -0.22 | -0.29 | -0.39 | 0.22 | -5% | 6% | i | 14 | 3.9 | 3.4 | 1.4 | i | i | 39 | 22 | -29
O=C(O)c1ccc(OC(F)(F)C(F)C(F)(F)F)cc1 (stereo unspecified) | -9.1 | 945 | 0.27 | -0.21 | 0.41 | -0.17 | 12% | -4% | i | 4 | 4.5 | 2.7 | 8.5 | i | i | 28 | -3 | -10
COc1ccc(S(=O)(=O)N2CCC(O)(c3ccc(Cl)cc3)CC2)cc1 | -0.2 | 851 | -0.61 | -0.19 | -0.033 | -0.32 | 12% | 4% | i | 18 | 5.3 | 3.2 | 4.6 | i | i | 39 | 49 | 38
COc1ccc(OC)c2c(N3CCN(C)CC3)cc(C(F)(F)F)nc12 | -0.7 | 1139 | -0.86 | -0.26 | -0.32 | 0.6 | 1% | 5% | i | -16 | 3.8 | 4.5 | 7.4 | i | i | 15 | 9 | -16
O=C(Nc1ccc(Cl)cc1)Nc1nnc(CSCc2ccc(Cl)cc2)s1 | -0.9 | 1134 | 0.091 | -0.25 | 0.014 | 0.49 | 2% | 1% | i | 0 | 6.6 | 1.4 | 8.4 | i | i | 50 | 16 | 13
Cc1cc(C(=O)OCC(=O)Nc2ccc(F)c(F)c2F)c(C)o1 | -3.3 | 1091 | 0.44 | 0.071 | 1.1 | -1.5 | -4% | 5% | i | -2 | 3.9 | 1.9 | 6.7 | i | i | 54 | 24 | 17
COCCCNC(=S)Nc1ccccc1[N+](=O)[O-] | -5.0 | 866 | -0.49 | -0.27 | -0.18 | 0.36 | 1% | 1% | i | 14 | 2.1 | 1.3 | 10 | i | i | 48 | 6 | 10
Cc1ccc(O)c(N=NC2=C(O)CC(C)(C)CC2=O)c1 | x | x | -0.64 | -0.018 | -0.6 | 0.69 | 10% | 9% | i | 20 | 1.7 | 1.7 | 13 | i | i | 22 | -5 | -15
FC(F)Oc1ccccc1C1CC(c2ccc(Br)s2)Nc2ncnn21 (stereo unspecified) | 1.5 | 951 | -0.35 | -0.17 | 0.2 | -0.32 | 5% | 1% | i | 23 | 4.1 | 2.7 | 7.5 | i | i | 35 | 14 | 3
COCCNC(=O)/C=C/c1c(Cl)cccc1Cl | -5.6 | 597 | 0.57 | -0.17 | 1.1 | -1.2 | -4% | -2% | i | 1 | 2.6 | 1.2 | 0.2 | i | i | 40 | 9 | -4
C/C(N)=C(/C#N)C(=O)COC(=O)c1ccc(C)c(S(=O)(=O)N2CCCCC2)c1 | -3.5 | 1030 | 0.6 | -0.27 | 0.38 | -0.13 | 7% | 1% | i | 2 | 4.1 | 2.2 | 7.0 | i | i | 41 | -5 | -17
CCOC(=O)C1C(=O)CC(C)(O)C(C(=O)OCC)C1c1ccccc1 (stereo unspecified) | 1.3 | 1154 | -0.63 | -0.19 | -0.77 | 0.19 | -1% | 9% | i | 5 | 3.9 | 2.3 | 4.4 | x | i | 21 | -14 | 4
CCOC(=O)c1sc2nc(Cc3ccc(Cl)cc3)[nH]c(=S)c2c1C | -0.9 | 1096 | 1.4 | 0.27 | 1.2 | -1.1 | 10% | 9% | i | -13 | 3.8 | 2.3 | 13 | i | i | 26 | 6 | -7
S=C1NC2=C(CCCC2)C2(CCCCC2)N1 | 4.1 | 951 | 1.5 | -0.27 | 0.73 | 0.45 | -6% | 0% | i | 10 | 2.9 | 2.0 | 7.7 | i | i | 57 | 6 | 13
CC1CC2c3cccc(C(=O)O)c3C(=O)N2c2ccc(Cl)cc21 (stereo unspecified) | -4.7 | 1106 | -0.4 | -0.27 | 0.13 | -0.52 | 4% | 13% | i | -9 | 5.2 | 2.1 | 8.0 | i | i | 22 | -9 | 2
O=C(COC(=O)CCc1ccc(S(=O)(=O)N2CCOCC2)cc1)NC1CCCCCC1 | x | x | -1 | -0.28 | -0.68 | 0.72 | 0% | 2% | i | 2 | 1.3 | 3.0 | 2.3 | i | i | 58 | -15 | -8
COc1ccc(CCNc2c3ccccc3nc3ccccc23)cc1OC | 2.1 | 1196 | -0.16 | -0.21 | -0.11 | -0.38 | -22% | 3% | x | x | x | x | x | i | i | 52 | x | x
Oc1cccc(/C=N/c2c(-c3ccco3)nc3ccccn23)c1 | 0.4 | 776 | 0.95 | 0.094 | 0.44 | -0.64 | 9% | 14% | i | 5 | 4.0 | 2.1 | 12 | i | i | 48 | 7 | 2
CCCC(=O)NC(NC(=S)Nc1ccc(N=Nc2ccccc2)cc1)C(Cl)(Cl)Cl (stereo unspecified) | -0.5 | 1064 | 0.25 | -0.28 | 0.1 | 0.62 | 3% | 10% | i | 3 | 1.2 | 2.2 | 1.1 | i | i | 43 | 8 | 5
Cc1cccc(N2CN(Cc3ccco3)CNC2=S)c1C | -0.1 | 1126 | -0.49 | -0.24 | -0.36 | 0.6 | 0% | 4% | i | 0 | 2.3 | 2.1 | 6.5 | i | i | 28 | 5 | 8
COC(=O)C1=C(C)Nc2nnnn2C1c1ccc(Cl)cc1Cl (stereo unspecified) | x | x | -0.59 | -0.25 | -0.18 | 0.26 | -6% | 7% | i | 7 | 1.8 | 0.8 | 20 | i | i | 10 | 1 | 0
COc1ccc(-c2ccc(/C=C3\C(=O)N(c4ccccc4)N=C3c3ccccc3)o2)c([N+](=O)[O-])c1 | 0.5 | 1326 | 1.4 | -0.21 | 0.97 | -0.036 | 7% | 1% | i | -21 | 2.2 | 1.1 | 6.9 | i | i | 23 | 15 | 13
Cc1ccc(S(=O)(=O)NCC(=O)N/N=C/c2ccc(Cl)cc2)cc1 | -0.6 | 891 | -0.3 | -0.3 | -0.39 | 0.55 | 2% | 3% | i | 4 | 5.1 | 1.3 | 4.3 | i | i | 50 | -9 | -10
O=C(NCC1COc2ccccc2O1)C1C2C=CC3(CN(Cc4cccs4)C(=O)C13)O2 (stereo unspecified) | -0.2 | 1364 | -0.28 | -0.18 | -0.016 | -0.12 | 8µM* | 0% | i | -5 | 2.3 | 1.9 | 3.3 | i | i | 9 | -9 | 7
CS(=O)(=O)N(CC(=O)NCc1ccccn1)c1ccc2c(c1)OCCO2 | -1.9 | 1042 | -1.1 | -0.22 | -0.65 | 0.066 | -5% | 1% | i | -2 | 1.8 | 1.7 | 5.5 | i | i | 3 | 4 | -5
CN1CCN(C2=Nc3c(Cl)cc(Cl)c4cccc2c34)CC1 | -2.9 | 1065 | 0.4 | 0.0099 | 0.48 | -0.44 | 6% | 6% | i | 8 | 7.8 | 0.9 | 11 | i | i | 43 | 36 | 29

Compound activity: PubChem BioAssay, several laboratories

Rows are unselected. Share with any hit: about 4.4%.
